Screening data (PubChem BioAssay)
KCNK3 block: human KCNK3 channel inhibition, primary screen; O14649; CHO-KCNK3 thallium flux, FluxOR fluorescence; hits give low values; B-score at 10 µM; hit rate 0.84% among 340,000;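 active = B-score under library mean minus 4 SD, starting fluorescence ratio at most library mean plus 5 SD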;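 note: more negative B-score means stronger inhibition of thallium flux through KCNK3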
Target sequence (O14649 whole entry, looked up): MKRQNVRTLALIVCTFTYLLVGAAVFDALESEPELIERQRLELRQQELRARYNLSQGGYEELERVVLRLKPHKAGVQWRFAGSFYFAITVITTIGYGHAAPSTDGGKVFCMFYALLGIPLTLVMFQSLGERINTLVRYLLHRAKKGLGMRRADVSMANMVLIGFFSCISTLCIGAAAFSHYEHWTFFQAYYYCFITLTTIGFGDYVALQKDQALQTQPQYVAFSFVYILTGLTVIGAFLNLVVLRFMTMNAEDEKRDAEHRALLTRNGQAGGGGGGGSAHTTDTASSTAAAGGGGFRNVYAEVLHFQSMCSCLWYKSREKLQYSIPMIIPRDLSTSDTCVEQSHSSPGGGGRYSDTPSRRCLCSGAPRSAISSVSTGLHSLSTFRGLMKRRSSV
HDAC3 inh: inhibitors of human histone deacetylase 3. recombinant HDAC3, fluorogenic peptide/trypsin coupled, fluorescence. inhibition, % at 8.3 µM. hit rate 0.15% among 320,000. AID 2718; in the data active = inhibition above about 26%, passing the limit was not always enough; inconclusive = no clear call, values can overlap the other calls
Target sequence (O15379 whole entry, looked up): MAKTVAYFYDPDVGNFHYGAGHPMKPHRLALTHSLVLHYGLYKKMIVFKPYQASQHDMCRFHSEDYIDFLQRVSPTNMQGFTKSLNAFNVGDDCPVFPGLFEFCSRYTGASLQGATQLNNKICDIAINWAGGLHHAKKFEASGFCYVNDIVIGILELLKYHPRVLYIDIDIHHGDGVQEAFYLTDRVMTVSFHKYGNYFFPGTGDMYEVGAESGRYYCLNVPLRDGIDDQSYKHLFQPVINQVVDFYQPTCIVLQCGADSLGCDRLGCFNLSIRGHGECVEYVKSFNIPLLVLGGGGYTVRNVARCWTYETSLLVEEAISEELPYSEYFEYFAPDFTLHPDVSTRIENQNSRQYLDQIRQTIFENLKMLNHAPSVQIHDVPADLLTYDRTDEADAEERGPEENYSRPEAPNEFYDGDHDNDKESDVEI
TMEM16A act: activates or potentiates the mouse TMEM16A chloride channel. Q8BHY3. HEK293 TMEM16A/YFP-H148Q/I152L, iodide quench fluorescence; hits give low values. B-score at 10 µM. hit rate 0.3% among 340,000. AID 623877;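 active = fluorescence-ratio B-score plate-corrected deviation score at least 3 library SD below zero, with starting fluorescence score within 5 deviations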;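 note: channel opened by trigger with iodide after compound preincubation; score built on the fluorescence ratio of max minus min over baseline; more negative score means more quench and so TMEM16A activation or potentiation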
* marks the source's active call; other numbers are inactive results; i = inactive; ? = inconclusive. Some of the compounds tested, so the mix of outcomes need not match the whole.

KCNK3 block	TMEM16A act	HDAC3 inh	SMILES
i	i	3.8	CCOC(=O)[C@H]1[C@H]2COc3ccc(C)cc3[C@@H]2N2C(=O)CN(Cc3ccccc3)C(=O)[C@@]12C
i	i	9.8	Cc1ccc(S(=O)(=O)N(C)c2ccc(OC(=O)c3cccs3)cc2)cc1C
i	i	5.2	CCCc1cc(=O)[nH]c(SCC(=O)Nc2cc(S(=O)(=O)N3CCOCC3)ccc2N(CC)CC)n1
i	i	-158.1	N#Cc1nc(-c2cccc3ccccc23)oc1N
i	i	-2.9	CCN(C(=O)CSc1n[nH]c(N)n1)c1cccc2ccccc12
i	i	2.4	CC(C#N)Sc1ccc(S(=O)(=O)N2CCCCC2)cn1 (stereo not drawn)
i	i	-12.6	CS(=O)(=O)c1ccc(C(=O)NNC(=O)c2ccccc2-n2cccc2)cc1
i	i	-1.7	CCOC(=O)[C@H]1[C@H]2COc3ccc(Br)cc3[C@@H]2N2C(=O)[C@H](C)NC(=O)[C@@]12C
i	i	2.9	CC(OC(=O)CCN1C(=O)C2CC=CCC2C1=O)C(=O)c1ccc(F)cc1 (stereo not drawn)
i	i	-8.8	CC1CCN(C(=O)c2[nH]cnc2C(=O)N(C)Cc2ccccc2)CC1
i	i	14.0	CCCCn1c(O)c(N=Nc2ccccc2O)c2ccccc21
i	i	-1.0	O=C(CN1C(=O)NC2(CCCCCCC2)C1=O)NCc1ccc(F)cc1
i	i	-25.0	COc1cc(OC)cc(-c2c(C#Cc3ccsc3)c3cc(-c4ccc5c(c4)OCO5)ccc3n2C)c1
i	i	3.0	CCOc1ccc(S(=O)(=O)Nc2ccc(C(=O)NCC(c3ccc(OC)cc3)N3CCOCC3)cc2)cc1 (stereo not drawn)
i	i	1.1	O=C(c1cccc(S(=O)(=O)Nc2ccc(F)cc2)c1)N1CCOCC1
i	i	1.9	O=C(Nc1ccc(C2=CN(Cc3ccccc3)CCC2=O)cc1)OCc1ccccc1
i	i	-2.1	CC(=O)Nc1ccc(S(=O)(=O)N2CCn3cccc3C2C)cc1 (stereo not drawn)
i	i	9.0	COC(=O)C1=C(C)N(Cc2ccccc2)C(=S)N[C@H]1c1cccc(C(F)(F)F)c1
i	i	5.5	Cc1ccc(S(=O)(=O)N2CCN(c3ncnc4ccccc34)CC2)cc1
i	i	0.8	CCC(CO)Oc1cc(NC(=O)c2cccc(C)c2)c2ncn(C(C)C)c2c1 (stereo not drawn)
i	i	2.7	O=S(=O)(NC1CCN(S(=O)(=O)c2c(F)cccc2F)C1)c1ccc2c(c1)OCCO2 (stereo not drawn)
i	i	15.9	CC(=NNC(=O)c1ccc(NS(=O)(=O)c2ccc(Br)cc2)cc1)c1cccnc1
i	i	-2.5	CSCc1c(C(=O)OCC(=O)NC2CCCCC2)oc2ccccc12
i	i	10.0	Nc1c(N(Cc2ccco2)C(=O)c2cccc(Cl)c2)c(=O)[nH]c(=O)n1Cc1ccccc1

An excerpt of these results, with tabs:
structure	KCNK3 block	TMEM16A act	HDAC3 inh
O=C(c1cccc(S(=O)(=O)Nc2ccc(F)cc2)c1)N1CCOCC1	i	i	1.1
O=C(Nc1ccc(C2=CN(Cc3ccccc3)CCC2=O)cc1)OCc1ccccc1	i	i	1.9
CC(=O)Nc1ccc(S(=O)(=O)N2CCn3cccc3C2C)cc1 (stereo not drawn)	i	i	-2.1
COC(=O)C1=C(C)N(Cc2ccccc2)C(=S)N[C@H]1c1cccc(C(F)(F)F)c1	i	i	9.0
Cc1ccc(S(=O)(=O)N2CCN(c3ncnc4ccccc34)CC2)cc1	i	i	5.5
CCC(CO)Oc1cc(NC(=O)c2cccc(C)c2)c2ncn(C(C)C)c2c1 (stereo not drawn)	i	i	0.8
O=S(=O)(NC1CCN(S(=O)(=O)c2c(F)cccc2F)C1)c1ccc2c(c1)OCCO2 (stereo not drawn)	i	i	2.7

Later entries
KCNK3 block	TMEM16A act	HDAC3 inh	SMILES
i	i	2.2	COc1cccc(OC)c1C(=O)OCC(=O)NC1CCCCCC1
i	i	-0.2	Cc1ccc(NC(=O)CCCNC(=O)c2ccc(Cl)cc2)cc1S(=O)(=O)N1CCOCC1
i	i	-1.0	O=C(NC(CC(=O)N1CCN(c2ccccc2O)CC1)c1ccccc1)c1ccccc1Cl (stereo not drawn)
i	i	-5.5	CCOc1ccc(S(=O)(=O)/N=C(/Nc2ccc(C)c(S(=O)(=O)N3CCOCC3)c2)c2ccccc2)cc1
i	i	-2.7	Cc1ccc(S(=O)(=O)N2CCCCC2)cc1NC(=O)c1cccs1
i	i	-9.7	COc1ccccc1C(=O)NCC(=O)OCC(=O)NNC(=O)c1ccc(Br)cc1
i	i	?	Nc1c(C(=O)CSc2nncn2-c2ccccc2)c(=O)[nH]c(=O)n1C1CC1
i	i	-6.6	Cc1cccc(OCC(=O)NNC(=O)CCN2CCN(c3ccccc3)CC2)c1C
i	i	-1.6	Cc1ccc(C(=O)OCC(=O)N2CCCCCC2)cc1S(=O)(=O)N1CCOCC1
i	i	3.5	C[C@@]12CCC3[C@@](CCC4[C@@]3(C)CCC[C@@]4(C)C(=O)N3CCCCC3)(CC1=O)C2 (stereo partly drawn)
i	i	6.0	COc1ccc(C(CNC(=O)c2ccc(S(=O)(=O)N3CC(C)CC(C)C3)cc2)N(C)C)cc1 (stereo not drawn)
i	i	-4.9	Cc1ccc(S(=O)(=O)NCC(=O)OCc2cc(=O)oc3cc(C)ccc23)cc1
i	i	6.1	Cc1ccccc1-c1cc(C(=O)NCC2CC2)nn1CC1CC(c2cccc([N+](=O)[O-])c2)=NO1 (stereo not drawn)
i	i	0.1	O=C(CC1SC(N2CCOCC2)=NC1=O)Nc1ccc(F)cc1 (stereo not drawn)
i	i	-7.2	COc1ccc(C(=O)NCc2c(C)nn(Cc3ccccc3)c2C)cc1S(=O)(=O)N1CCOCC1
i	i	-3.9	Cc1ccc(SCC(=O)OCC(=O)N(C)C2CCS(=O)(=O)C2)cc1C (stereo not drawn)
i	i	-1.5	COCc1c(C(=O)N2CCN(c3ncccn3)CC2)oc2ccccc12
i	i	8.0	Cc1ccccc1-c1nnc(SCC(=O)N(C)C2CCS(=O)(=O)C2)n1C (stereo not drawn)
i	i	-9.6	CN1C2CCC1CC(NC(=O)c1cc(S(=O)(=O)N(C)C)c(Cl)cc1Cl)C2 (stereo not drawn)
i	i	-10.0	CC(=O)NC(CC(=O)NNC(=O)COc1c(C)cccc1C)c1ccccc1 (stereo not drawn)
i	i	-1.7	C[C@@H]1CN([C@@H](C)CO)C(=O)c2cc(NS(C)(=O)=O)ccc2O[C@H]1CN(C)Cc1ccc(Oc2ccccc2)cc1
i	i	1.7	Cc1cc(CNC(=O)c2cccc3c2C(=O)c2ccc(-c4ccc(F)cc4OCc4ccccc4)cc2S3(=O)=O)c(C(F)(F)F)o1
i	i	-2.2	O=C1C=C(c2ccc(O)cc2)C[C@@H](c2ccc3c(c2)OCO3)C1
i	i	1.0	O=C(NCC1CCCCC1)c1ccc(Cl)c(S(=O)(=O)N2CCOCC2)c1
i	i	4.0	O=C(COC(=O)COc1ccc(Cl)cc1Br)NCCC1=CCCCC1
i	i	1.1	CN(c1ccccc1)S(=O)(=O)c1cccc(NC(=O)c2ccc(=O)[nH]c2)c1
i	i	2.7	CC1CCc2c(sc(NC(=O)c3cccn3C)c2C(N)=O)C1 (stereo not drawn)
i	i	-1.9	Cc1n[nH]c(=O)c2c(NC(=O)CSc3nncn3C(C)C)oc(C)c12
i	i	6.3	CC(C)(O)/C=C/C(=O)[C@](C)(O)C1[C@H](O)C[C@@]2(C)C3CC=C4C(C=C(O[C@@H]5O[C@H](CO)[C@@H](O)[C@H](O)[C@H]5O)C(=O)C4(C)C)[C@]3(C)C(=O)C[C@]12C (stereo partly drawn)
i	i	6.3	Cc1cccc(C(=O)OC(C)C(=O)N2CCc3ccccc3C2)c1C (stereo not drawn)
i	i	-3.4	CC(C)C(NC(=O)c1ccccc1)C(=O)OCC(=O)N1CCN(c2ccccc2)CC1 (stereo not drawn)
i	i	3.7	COc1ccc(NC(=O)CN(C)CC(=O)NC2CCCCC2C)cc1 (stereo not drawn)
i	i	-6.9	CC1CCN(C(=O)CNC(=O)c2ccc(Br)o2)CC1
i	i	-6.6	COc1ccc(C(=O)N[C@H](C(=O)NCCCn2nc(C)cc2C)C(C)C)cc1
i	i	0.7	CCCCOc1ccc(C(=O)NCC(=O)NCC(c2ccc(OC)cc2)N2CCOCC2)cc1 (stereo not drawn)
i	i	8.1	COc1cc(NC(=O)COC(=O)c2[nH]c(C)c(C(C)=O)c2C)cc(OC)c1
i	i	6.9	C[C@H](CO)N1C[C@H](C)[C@@H](CN(C)S(=O)(=O)c2ccc(F)cc2)Oc2ccc(NS(=O)(=O)c3ccccc3)cc2C1=O
i	i	3.7	O=S(=O)(c1ccc2c(c1)CCN2)N1CCOCC1
i	i	-1.1	Nc1c(C(=O)OCC(=O)Nc2ccc(OC(F)F)cc2)[nH]c(=O)[nH]c1=O
i	i	0.8	CN(CC(=O)NCCN1CCOCC1)S(=O)(=O)c1ccc(Cl)cc1
i	i	2.6	O=C(NCCN1CCOCC1)c1cccc2c1C(=O)c1ccc(N3CCCC3)cc1S2(=O)=O
i	i	2.3	O=S(=O)(Nc1cccc(S(=O)(=O)N2CCCC2)c1)c1cccc(Br)c1
i	i	-1.7	Cc1cc(F)ccc1S(=O)(=O)Nc1ccc(C(=O)N(C)Cc2ccco2)cc1
i	i	-1.7	CCN(C(=O)CSc1nnnn1C)C1CCCCC1
i	i	-3.8	O=C(COC(=O)c1cccc(F)c1)Nc1ccc(Cl)cn1
i	i	3.2	CCC(C)NC(=O)c1ccc(NC(=O)CC2SC(N3CCCC3)=NC2=O)cc1 (stereo not drawn)
i	i	-9.2	COc1ccc(CNC(=O)COC(=O)c2cc(C)nc3ccccc23)cc1
i	i	-0.4	CN(c1cccc(Cl)c1)S(=O)(=O)c1cccc(C(=O)NN2CCOCC2)c1
i	i	?	Cc1cc(NC(=O)COc2ccccc2C#N)no1
i	i	3.2	COc1ccc(S(=O)(=O)Nc2ccc3c(c2)C(=O)N([C@H](C)CO)C[C@H](C)[C@@H](CN(C)S(C)(=O)=O)O3)cc1
i	i	-5.6	CC(OC(=O)c1ccccn1)C(=O)Nc1nc(-c2ccc(F)c(F)c2)cs1 (stereo not drawn)
i	i	-0.4	O=S(=O)(/N=C(/c1ccccc1)N1CCOCC1)c1ccc(F)cc1F
i	i	11.5	Cc1c(C(=O)N2CCN(c3ncccn3)CC2)oc2ccc(Cl)cc12
i	i	1.0	Cc1ccc(NC(=O)CN2CCCC2c2cccn2C)cc1C (stereo not drawn)
i	i	0.6	O=C(COC(=O)c1cccnc1Cl)NCCc1ccccc1
i	i	1.7	COc1ccccc1NC(=O)COC(=O)c1cc2ccccc2cc1O
i	i	-6.0	CC1CCCCC12NC(=O)N(CC(=O)NCc1ccccc1Cl)C2=O (stereo not drawn)
i	i	6.0	COc1ccccc1C(=O)NC(=O)CSc1nnc(N)s1
i	i	-6.3	CC(C)(O)CC[C@@H](O)[C@](C)(O)C1CC[C@@]2(O)C3=CC(=O)[C@@H]4C[C@@H](O)[C@@H](O)C[C@]4(C)C3CC[C@]12C (stereo partly drawn)
i	i	-4.9	O=C1C=C(c2ccc(-c3ccccc3)cc2)C[C@@H](c2ccc3c(c2)OCO3)C1

Following part
KCNK3 block	TMEM16A act	HDAC3 inh	SMILES
i	i	0.0	Cc1csc(NC(=O)c2cc3ccccc3o2)n1
i	i	-5.7	Cc1ccc(S(=O)(=O)N2CCCCC2)cc1NC(=O)C1CCC1
i	i	-10.8	COc1cc2ccccc2cc1C(=O)OCC(=O)c1c(N)n(C)c(=O)n(C)c1=O
i	i	0.5	O=C(COC(=O)c1c(F)cccc1Cl)NCC1CCCCC1
i	i	-7.9	Cc1ccc(Cl)c(NC(=O)COC(=O)c2nn(-c3ccccc3)cc2O)c1Cl
i	i	-0.4	C[C@@H]1CN([C@@H](C)CO)C(=O)c2cccc(NC(=O)Nc3ccccc3)c2O[C@H]1CN(C)C(=O)Nc1cccc2ccccc12
i	i	-0.9	COC(=O)c1cccc(NC(=O)CCc2c(C)noc2C)c1
i	i	3.4	CC(=O)N1CCN(c2ccc(NCc3ccc(-c4cccc(Cl)c4)o3)cc2)CC1
i	i	-2.8	O=C(CSc1ccccc1F)NCC(c1cccs1)N1CCOCC1 (stereo not drawn)
i	i	1.8	CCOc1ccc(/C=N/NC(=O)c2ccc(F)cc2)cc1CN1CC2CC(C1)c1cccc(=O)n1C2 (stereo not drawn)
i	i	-8.2	COc1ccc(C(=O)NCCOc2ccccc2)cc1S(=O)(=O)N1CCOCC1

2 entries picked at random from those above, as already listed:
KCNK3 block	TMEM16A act	HDAC3 inh	SMILES
i	i	0.5	O=C(COC(=O)c1c(F)cccc1Cl)NCC1CCCCC1
i	i	1.8	CCOc1ccc(/C=N/NC(=O)c2ccc(F)cc2)cc1CN1CC2CC(C1)c1cccc(=O)n1C2 (stereo not drawn)
